# CF NFkB block = cystic fibrosis NF-kB activation inhibition; hit rate 0.86% among 360,000; inhibition, % at 5 µM; KKLEB NF-kB-GFP reporter, PAF-induced, GFP fluorescence overnight;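 active means at least 50% inhibition at 5 µM, scaled per plate between neutral and stimulator controls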;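 further: PAF is a Pseudomonas aeruginosa culture filtrate used as stimulus; plate controls were PAF-stimulated DMSO wells for no effect and unstimulated DMSO wells for full effect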
# Peg3 prom inh = reduces Peg3 promoter-driven luciferase expression in HeLa; AID 588405; inhibition, % at 20 µM; hit rate 1.7% among 360,000; HeLa PEG-Prom luciferase reporter, luminescence, overnight;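 active means inhibition of at least 50% at 20 µM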
# Shn3 3UTR inh = Schnurri-3 reporter inhibition in Clone20 osteoblasts | Clone20 osteoblast Shn3 3'UTR firefly luciferase, 24 h | inhibition, % at 12.5 µM | hit rate 0.52% among 360,000;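 active means mean inhibition of at least 75% with every replicate also reaching 75%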;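 further: 0% = median of neutral control wells and 100% = pilot-screen positive control compound; some compounds past the cut are filed as inactive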
# MITF TRPM1 inh = MITF TRPM1 promoter inhibition in SK-MEL-5 cells. inhibition, % at 12.5 µM. hit rate 0.83% among 330,000. AID 488899. SK-MEL-5 TRPM1 promoter luciferase, 24 h;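 active means mean inhibition across replicates of 60% or more, whatever share of single replicates reaches that level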; further: values of inactives mirror those of a sister screen read the other way
# KKLEB tox = counter-screen for CF NF-kB inhibitors: cytotoxicity. KKLEB CF airway cells viability, ATPlite luminescence, overnight; hits give low values; cells stimulated with P. aeruginosa culture filtrate. activity change (cytotoxicity), % at 5 µM. hit rate 0.36% among 360,000. AID 602141;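 active means corrected activity change at or below -50% at 5 µM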
# TROY signal inh = inhibitors of TROY-dependent NF-kB signaling; inhibition, % at 10 µM; Q293 LMP1-TROYcd NF-kB luciferase reporter, 4 h; hit rate 0.98% among 360,000; AID 1347056;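 active means compounds whose plate-normalised and pattern-corrected inhibition of the luciferase reporter signal at the single screening dose is 50% or more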
# TWEAK Fn14 block = TWEAK-Fn14 signaling inhibition. inhibition, % at 10 µM. TWEAK-stimulated Fn14 reporter cells, luciferase luminescence, 8 h. hit rate 2% among 360,000; in the data active means inhibition above about 50%
# NR2E3 ag-1 = activates human photoreceptor nuclear receptor NR2E3; Q9Y5X4; GST-NR2E3/biotin-RetCOR TR-FRET, 1536-well; inhibition of corepressor binding, % at 4.78 µM; hit rate 0.12% among 320,000; AID 2300;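 active means percent inhibition above the cutoff of mean plus 3 SD of all tested compounds, set per screening campaign, cut at about 20% in these data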;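 further: 0% = DMSO wells and 100% = biotin wells as full block of FRET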
# Target sequence (Q9Y5X4 whole entry, looked up): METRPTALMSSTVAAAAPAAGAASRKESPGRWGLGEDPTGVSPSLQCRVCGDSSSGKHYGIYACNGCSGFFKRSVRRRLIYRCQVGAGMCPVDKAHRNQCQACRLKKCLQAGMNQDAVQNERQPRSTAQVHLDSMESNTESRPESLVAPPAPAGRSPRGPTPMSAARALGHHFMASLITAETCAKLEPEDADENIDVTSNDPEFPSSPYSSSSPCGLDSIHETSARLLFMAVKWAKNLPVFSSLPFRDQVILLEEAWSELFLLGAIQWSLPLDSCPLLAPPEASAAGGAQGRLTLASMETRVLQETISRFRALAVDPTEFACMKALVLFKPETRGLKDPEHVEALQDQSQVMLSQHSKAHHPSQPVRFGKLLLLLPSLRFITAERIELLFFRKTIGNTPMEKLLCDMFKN
#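 Material: NR2E3–RetCOR corepressor complex | Quantity: 1.35 nM GST-tagged NR2E3 final | Schedule: 5 h at 4 °C | Replication: Singlicate compound wells | Reagent: RetCOR corepressor, biotinylated, 7 nM | Controls: Biotin wells as high control, 0.6% DMSO wells as low control | Signal: TR-FRET, Eu(K)-anti-GST donor, streptavidin-D2 acceptor, ex 340, em 617/671 nm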
# C8 TRAIL sens = caspase-8 TRAIL sensitization; inhibition (viability loss, TRAIL sensitization), % at 10 µM; hit rate 1% among 360,000; NB7+C8 cells + TRAIL, ATPlite viability luminescence; AID 624354;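 active means compounds causing at least 50% loss of cell viability in the single-dose screen, relative to plate controls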
# NR2E3 ag-2 = agonists of human NR2E3 nuclear receptor | hit rate 0.35% among 360,000 | Q9Y5X4 | inhibition of corepressor binding, % at 3.98 µM | CHO-S Gal4-NCOR/VP16-NR2E3 two-hybrid, luciferase | AID 602229;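 active means inhibition above the mean of all tested compounds plus 3 SD, cut at about 70% in these data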;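 further: 0% = DMSO with NR2E3 transfected cells and 100% = cells lacking NR2E3 construct; higher means lower luciferase signal from less NR2E3 corepressor binding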
# HIF-2a inh = HIF-2a inhibition; 786-0 RCC cells HIF-2a reporter, luciferase luminescence, overnight; inhibition, % at 18.8 µM; hit rate 0.72% among 360,000; AID 624352;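 active means inhibition of the luminescence signal of 40% or more relative to plate controls, in a single-dose primary screen at 18.75 µM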
# An asterisk follows results filed as active; x = not tested or not shown. This is a subset; rates above refer to the full screens.
SMILES,CF NFkB block,Peg3 prom inh,Shn3 3UTR inh,MITF TRPM1 inh,KKLEB tox,TROY signal inh,TWEAK Fn14 block,NR2E3 ag-1,C8 TRAIL sens,NR2E3 ag-2,HIF-2a inh
COC(=O)C1=CN(c2cccc(C(F)(F)F)c2)C=C(C(=O)OC)C1c1ccc(O)c(OC)c1,18,26,8,7,-13,9,10,3,18,-23,15
Cc1ccc(N2CC(C(=O)OCC(=O)Nc3cc(C)on3)CC2=O)c(C)c1 (stereo not drawn),-6,2,-3,3,9,-6,-3,4,-13,6,3
O=C1c2ccccc2C(=O)N1c1ncc(Cc2ccc(Cl)cc2)s1,-13,29,5,2,8,-24,-12,4,2,-11,8
COc1ccc(C2CC(=O)c3cnc(Nc4cc(C)cc(C)c4)nc3C2)cc1 (stereo not drawn),0,3,5,-6,-2,6,-24,3,18,-19,5
Cc1ccc(NC(=O)C2CCCN(S(=O)(=O)c3c(C)noc3C)C2)c(C)c1 (stereo not drawn),3,14,-4,11,2,-7,13,0,1,15,20
Cc1ccc2cc(CCNC(=O)C3CCCC3)c(=O)[nH]c2c1,-37,-15,18,x,7,-14,-24,2,1,13,-24
Cc1ccc(CNC(=O)c2ccc(N3CCC4(CC3)CC(c3ccccc3)=NO4)c(NC(=O)c3cccc(C)c3)c2)cc1,-16,11,25,3,-2,0,-22,-1,0,15,-4
COc1ccc(CNC(=O)c2cc3c(=O)n4cccc(C)c4nc3n(CC3CCCO3)c2=N)cc1 (stereo not drawn),-22,-39,-4,-8,-10,-22,-22,5,-25,-13,6
CCCCN(C=O)c1c(CC)nc2ccc(C(=O)N3CCN(C(C)=O)CC3)cn12,20,8,0,x,1,-2,8,x,-7,-2,1
Cc1ccc(S(=O)(=O)N2CC=C(C(=O)NC3CC3)CC2)cc1,-4,2,-11,-13,14,-24,14,1,5,8,6
Cc1ccc(OCC(=O)OCC(=O)Nc2ccc3c(c2)OCO3)cc1C,4,4,-18,-14,-5,0,0,x,6,-12,13
COc1ccc(NC(=O)CNC(=O)Cn2cnc3sc4c(c3c2=O)CCCC4)cc1OC,5,16,-1,22,-15,-6,-20,2,-8,-36,2
CCN1C(=O)[C@H]2[C@@H](c3ccc(-c4ccc(F)cc4)cc3)N3CCCC[C@@]3(C(=O)OC)[C@H]2C1=O,20,18,3,-8,-18,0,13,2,5,-16,4
O=C(CSc1nnc2ccc(-c3ccco3)nn12)Nc1ccccc1F,36,3,-4,11,-14,-5,5,x,-3,3,-5
Cc1ccc(C)c(S(=O)(=O)N2CCN(C(=O)Cn3c(=O)cnc4ccccc43)CC2)c1,-10,19,3,9,1,-12,-2,1,-4,-18,16
CCC(Oc1ccccc1)C(=O)NCc1ccc(S(N)(=O)=O)cc1 (stereo not drawn),7,5,5,2,0,15,-6,-1,9,7,10
FC(F)(F)c1cccc(-c2cc3ccccc3nc2N2CCCC2)c1,-2,20,x,15,-1,0,12,5,2,-18,13
Cc1nc2nc(C)c(CCC(=O)NCc3ccc4c(c3)OCO4)c(C)n2n1,-5,9,-22,5,14,17,9,2,4,3,-9
O=C(NCCc1ccc(F)cc1)C(=O)Nc1cc2c3c(c1)CC(=O)N3CCC2,17,-2,5,1,-7,3,4,3,-15,3,5
CCOC(=O)c1ccc(O)c(-n2cc3c(c2-c2ccccc2)c(=O)n(C)c(=O)n3C)c1,-24,-12,2,x,2,-26,-10,x,-13,10,-25
COc1ccc(Cc2nc3ccc(C(=O)NCc4cc(C)no4)cc3o2)cc1OC,-13,1,13,-1,1,-9,5,1,9,-25,2
Cc1ccc(C(=O)Nc2nnc(S(=O)(=O)N3CCOCC3)s2)cc1,33,-12,-21,x,3,-3,-12,9,-18,36,-15
O=C(COc1ncnc2ccccc12)N1CCOCC1,-2,-6,-2,-8,-1,6,2,2,-13,0,9
COc1ccc([N+](=O)[O-])cc1NS(=O)(=O)c1ccccc1,-11,11,-21,8,23,3,3,-1,0,-21,23
COc1cc2c(cc1OC)CN(Cc1cc(=O)oc3cc(C)c(C)cc13)CC2,13,21,1,0,-6,-6,-14,0,14,-15,-3
# (cont.)
SMILES,CF NFkB block,Peg3 prom inh,Shn3 3UTR inh,MITF TRPM1 inh,KKLEB tox,TROY signal inh,TWEAK Fn14 block,NR2E3 ag-1,C8 TRAIL sens,NR2E3 ag-2,HIF-2a inh
Cc1cc(NC(=O)CCS(=O)(=O)c2ccc3c(c2)NC(=O)C(C)S3)ccc1Br (stereo not drawn),14,16,3,8,-5,16,22,-1,9,5,6
CSc1ccccc1C(=O)NCc1ccccc1C,-10,4,-19,9,-20,-4,-9,-4,-3,-6,2
CC(CN1CCOCC1)OC(=O)c1ccccc1Cl (stereo not drawn),5,4,-24,-10,0,-4,3,0,-10,-6,2
O=c1[nH]c(C2CCN(S(=O)(=O)c3ccc4c(c3)OCCO4)CC2)nc2c1nnn2Cc1ccccc1,5,10,1,8,4,27,2,x,3,8,23
O=C(Nc1cccnc1Cl)c1cccs1,-7,-9,-10,-15,19,-19,26,3,-12,-12,-29
CC(=O)Nc1ccc(C2NC(=O)CCC2[N+](=O)[O-])cc1 (stereo not drawn),-7,-4,2,-2,-2,-7,-7,-2,-15,-12,8
Cc1nn(-c2ccccc2)c2sc(C(=O)N(Cc3ccco3)C(C)C(=O)NC(C)(C)C)cc12 (stereo not drawn),24,43,25,12,-13,-86,23,1,16,8,27
O=C(NCCC1=CCCCC1)C1CCCN(c2nc3ccccc3o2)C1 (stereo not drawn),15,12,19,-6,-4,-5,12,1,3,-14,-20
Cc1ccc(-c2nn(-c3ccccc3)cc2/C=C(\C#N)C(=O)NCc2ccccc2)cc1,21,-1,-22,-7,-8,-9,-36,2,-10,-22,0
Cc1noc(C)c1COc1ccc(C(=O)NNC(=O)c2ccccc2)cc1,26,-2,-8,24,-17,18,11,-3,33,-64,-1
Cc1ccc(NS(=O)(=O)c2ccc(C(=O)N3CC(C)CC(C)C3)cc2)cc1 (stereo not drawn),25,4,30,10,5,23,5,-2,-14,30,-8
O=c1[nH]c(Cc2ccc(Cl)cc2)nc2ccccc12,6,5,-25,5,-9,-14,0,0,0,13,4
O=C(COC(=O)c1c2c(nc3ccccc13)CCN(Cc1ccccc1)C2)Nc1c(F)cccc1F,75*,50*,26,7,-5,15,13,5,20,-2,7
CC(Sc1ccccn1)C(=O)Nc1ccc2c(c1)OCCO2 (stereo not drawn),1,-133,14,-56,8,34,33,5,5,45,-140
COc1ccc(-c2coc3c(C(=O)NCCN4CCOCC4)cccc23)c(C)c1,14,24,19,x,-25,16,3,x,-13,-11,6
C[n+]1ccc(/C=C/c2c[nH]c3ccccc23)cc1,-32,19,2,17,-3,4,18,-9,2,10,4
COc1ccc(CNC(=O)C(=O)NCC2OCCN2C(=O)c2ccc(OC)cc2)cc1 (stereo not drawn),-28,10,-16,2,10,-12,14,0,15,-14,17
O=C(CSc1nc(-c2ccccc2)c(-c2ccccc2)o1)NC1CCS(=O)(=O)C1 (stereo not drawn),-5,29,16,-8,1,8,-1,2,0,-14,14
CCCCC(=O)Nc1sc(C(=O)N(CC)CC)c(C)c1C(=O)OC,1,5,16,-12,-3,11,0,1,-5,-4,10
C=CCOc1ccc(/C(O)=C2/C(=O)C(=O)N(CCCN3CCOCC3)C2c2ccccc2)cc1 (stereo not drawn),6,-4,-25,-7,3,-11,5,7,10,-55,-26
OCCN(Cc1ccccc1)C(=S)Nc1ccc(Cl)cc1Cl,-3,-27,-27,-9,2,-18,-4,1,-6,-19,-72
COc1cccc(CNC(=O)c2ccc(C(=O)NCc3cccc(OC)c3)cc2)c1,5,18,-36,8,11,-30,-7,-4,-8,2,14
O=C(Cc1ccccc1[N+](=O)[O-])NCc1ccncc1,-11,8,4,3,10,3,12,-1,-7,-13,5
CC(C)c1nc(CNC(=O)C2CCC(=O)N(CCc3cccc(F)c3)C2)cs1 (stereo not drawn),-27,5,-15,3,6,-10,-24,x,-5,9,5
CCC(C)NC(=O)CNC(=S)N(Cc1ccccc1)Cc1cccnc1 (stereo not drawn),17,2,-9,-6,2,-1,5,-2,-5,-12,17

# Marked active in Peg3 prom inh (from the list above):
SMILES	CF NFkB block	Peg3 prom inh	Shn3 3UTR inh	MITF TRPM1 inh	TWEAK Fn14 block	NR2E3 ag-1	NR2E3 ag-2	HIF-2a inh
O=C(COC(=O)c1c2c(nc3ccccc13)CCN(Cc1ccccc1)C2)Nc1c(F)cccc1F	75*	50*	26	7	13	5	-2	7

# The results go on:
SMILES,CF NFkB block,Peg3 prom inh,Shn3 3UTR inh,MITF TRPM1 inh,KKLEB tox,TROY signal inh,TWEAK Fn14 block,NR2E3 ag-1,C8 TRAIL sens,NR2E3 ag-2,HIF-2a inh
O=C(Cn1nc(C(=O)O)c2ccccc2c1=O)Nc1cccc(Br)c1,-8,8,18,-6,3,14,36,4,-8,-29,23
O=S(=O)(Cc1ccccc1Cl)N1CCCCC1,-2,-4,-18,-5,-2,4,15,-7,2,8,-11
CC(C)NC(=O)c1ccc(COc2cccc3ccccc23)o1,9,6,14,x,-3,3,13,x,-6,-27,-24
Cc1nnsc1C(=O)N/N=C/c1ccc(OC(F)(F)F)cc1,-4,-40,-8,-1,0,-34,-8,2,-2,1,-11
CCCP(=O)(CC(=O)N(CC)CC)c1ccccc1 (stereo not drawn),-3,17,7,17,3,-4,14,-2,-7,-20,-10
Cc1ccc(-c2csc(NC(=O)Cn3cnc4c3c(=O)n(C)c(=O)n4C)n2)cc1C,-8,-30,19,-2,-5,1,-56,0,1,-15,-117
COc1cccc(NC(=O)c2cc(C(=O)Nc3cccc(OC)c3)n(C)n2)c1,10,-3,8,1,5,19,3,1,-5,24,-28
CC1CCCN(S(=O)(=O)c2ccc(NC(=O)CNC3CCCC3)cc2)C1 (stereo not drawn),-25,12,21,-9,11,-1,11,7,5,17,25
COc1ccc(-c2csc(-c3ccccc3)n2)c(OC)c1,-19,-320,-45,-80,-2,-11,56*,2,14,-145,-284
Cc1ccc(-c2c(C)sc3nc[nH]c(=O)c23)cc1C,9,-16,4,14,-28,20,16,1,-6,-19,17
Cc1ccc(S(=O)(=O)Nc2ccc(-c3cn4ccc(C)cc4n3)cc2)cc1,-7,-77,-20,-5,4,-4,-22,2,6,3,-126
COCCn1c(SCc2nc3ccccc3c(=O)[nH]2)nc2ccccc2c1=O,-9,15,5,5,3,-12,4,0,-14,-45,26
CC1Cc2cc(S(=O)(=O)N3CCCCC3C)ccc2N1C(=O)C1CCC1 (stereo not drawn),20,16,-1,-4,-9,-7,-5,-1,8,-40,4
S=C(Nc1ccccc1)N1CCN(c2ccccn2)CC1,9,11,0,-10,-7,-34,-12,3,-2,8,9
Cn1c(C(=O)O)ccc1S(=O)(=O)N1CCCCCC1,0,10,-36,5,-12,0,2,2,0,2,13

# Single values from above.
# Under TWEAK Fn14 block, `Cc1ccc(-c2c(C)sc3nc[nH]c(=O)c23)cc1C` is entered as 16
# Under CF NFkB block, `CC1CCCN(S(=O)(=O)c2ccc(NC(=O)CNC3CCCC3)cc2)C1` (stereo not drawn) is entered as -25
# Under C8 TRAIL sens, `Cc1ccc(S(=O)(=O)Nc2ccc(-c3cn4ccc(C)cc4n3)cc2)cc1` is entered as 6
